# Screening results: PubChem BioAssay, National Center for Advancing Translational Sciences (NCATS)
# AmpC no deterg = qHTS Inhibitors of AmpC Beta-Lactamase (assay without detergent); P00811; Potency, µM (top dose mostly 57.1 µM), inactives show at the highest dose activity change, negative = inhibition, usual class: inhibitors; AmpC nitrocefin hydrolysis, absorbance 480 nm, 0.0001% Triton; 330,000 compounds, 0.52% hits; AID 485341, 2010;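 note: potency is the fitted concentration of half-maximal effect; plate controls were no compound for no effect and no enzyme for full effect; nearly all actives have a fitted effect of over 20% in size; some results filed as inactive show a strong effect at the top dose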
# Target sequence (P00811 whole entry, looked up): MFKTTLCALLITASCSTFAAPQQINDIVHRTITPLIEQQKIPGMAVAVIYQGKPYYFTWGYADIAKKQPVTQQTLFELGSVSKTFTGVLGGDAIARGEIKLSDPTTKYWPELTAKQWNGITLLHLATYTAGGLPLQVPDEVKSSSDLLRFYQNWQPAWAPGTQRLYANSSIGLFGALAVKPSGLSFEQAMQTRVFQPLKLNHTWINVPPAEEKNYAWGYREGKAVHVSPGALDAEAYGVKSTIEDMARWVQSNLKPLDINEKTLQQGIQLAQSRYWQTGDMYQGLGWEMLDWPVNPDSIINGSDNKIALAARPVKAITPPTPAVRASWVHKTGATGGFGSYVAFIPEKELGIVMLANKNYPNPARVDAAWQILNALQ
#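 20 mM phosphate pH 7.0 + 0.01% (detergent screen) or 0.0001% Triton X-100; 5.3 nM AmpC reagent; cpd preinc 15 min RT; nitrocefin (800 uM stock) to start; A480 q20 s × 4 min; Activity was normalised to no-enzyme and no-compound control wells.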
# Shiga toxin inh = A qHTS for Small Molecule Inhibitors of Shiga Toxin | 290,000 compounds, 9.2% hits | inhibition, % at 38.7 µM | Vero cells, Shiga toxin protein synthesis inhibition reporter | AID 2315, 2010; in the data active = inhibition mostly above about 28%, no sharp cut-off; inactive = mostly below about 43%; note: 0% is about no effect
# Pf growth 96h = Primary qHTS for delayed death inhibitors of the malarial parasite plastid, 96 hour incubation; P. falciparum luciferase reporter growth, 96 h; Potency, µM (top dose mostly 28.7 µM), for the others: at the highest dose activity change, negative = inhibition, actives largely listed as inhibitors; 320,000 compounds, 6.9% hits; AID 504834, 2011; note: potency is the fitted concentration of half-maximal effect; % is set by controls: 0 for no effect and ±100 for the full control effect
#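 Delayed-death screen, second-generation endpoint: infected erythrocytes, 2% hematocrit, 0.05% parasitemia final; 96 hours at 37 C, 5% CO2; luciferase detection reagent; luminescence decrease equals reduced growth.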
# Tb PYK inh = qHTS of Trypanosoma Brucei Inhibitors; pyruvate kinase (Trypanosoma brucei), Q57TT1; TbPYK enzyme, Kinase-Glo Plus ATP luminescence, 45 min; Potency, µM (top dose mostly 76.8 µM), for the others: top-dose activity, negative = inhibition, actives largely listed as inhibitors; 410,000 compounds, 0.12% hits; note: potency is the fitted concentration of half-maximal effect; % is set by controls: 0 for no effect and ±100 for the full control effect; nearly all actives have a fitted effect of over 50% in size
#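 T. brucei PYK with substrate was exposed to pin-transferred compounds across a concentration series, then started with 130 uM ADP (final). After 45 min at room temperature, Kinase-Glo Plus luminescence was read, normalized and curve-fitted.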
# LmPK inh = qHTS Assay for Inhibitors of Leishmania Mexicana Pyruvate Kinase (LmPK); Q27686; 290,000 compounds, 0.37% hits; purified LmPK, Kinase-Glo ATP luminescence, 1 h; Potency, µM (highest dose often 57.5 µM), for the others: top-dose activity change, negative = inhibition, usual class: inhibitors; note: potency is the fitted concentration of half-maximal effect; % is set by controls: 0 for no effect and ±100 for the full control effect
# Target sequence (Q27686 whole entry, looked up): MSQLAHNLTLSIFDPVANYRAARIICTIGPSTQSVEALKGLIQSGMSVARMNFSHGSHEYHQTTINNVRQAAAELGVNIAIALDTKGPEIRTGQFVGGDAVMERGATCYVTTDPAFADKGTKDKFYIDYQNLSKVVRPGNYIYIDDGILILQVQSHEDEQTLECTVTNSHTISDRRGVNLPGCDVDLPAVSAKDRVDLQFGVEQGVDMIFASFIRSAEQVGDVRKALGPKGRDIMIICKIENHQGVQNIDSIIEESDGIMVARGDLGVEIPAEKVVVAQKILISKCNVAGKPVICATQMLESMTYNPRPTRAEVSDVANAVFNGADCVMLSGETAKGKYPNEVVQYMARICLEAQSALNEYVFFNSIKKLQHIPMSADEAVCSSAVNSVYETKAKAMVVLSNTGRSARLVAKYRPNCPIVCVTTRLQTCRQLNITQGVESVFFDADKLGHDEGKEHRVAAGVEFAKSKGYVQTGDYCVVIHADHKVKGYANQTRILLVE
#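 Screened at intermediate enzyme activity to detect both inhibitors and activators: LmPK at 0.1 nM, with a 0.5 nM enzyme column as activation reference. PEP 0.5 mM, ADP 0.1 mM; ATP detected by luminescence after 1 h.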
# Cycloheximide cs = Cycloheximide Counterscreen for Small Molecule Inhibitors of Shiga Toxin | cell reporter, cycloheximide protein synthesis inhibition counterscreen | max response, % | 300,000 compounds, 12% hits | AID 2314, 2010; in the data active = max response mostly above about 13%, no sharp cut-off; inactive = mostly below about 14%; note: read at 38.3 µM for the half of the compounds with a filed dose; 0% is about no effect
# Pf growth 48h = Primary qHTS for delayed death inhibitors of the malarial parasite plastid, 48 hour incubation | P. falciparum luciferase growth in erythrocytes, 48 h | Potency, µM (series often up to 28.7 µM), for inactives: at the highest dose activity change, negative = inhibition, hits mostly inhibitors | 310,000 compounds, 5.9% hits | AID 504832, 2011; note: potency is the fitted concentration of half-maximal effect; % is set by controls: 0 for no effect and ±100 for the full control effect
#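 In quantitative HTS format, infected erythrocytes bearing luciferase-reporter parasites were treated for a single generation at 37 C. Luminescence after adding detection reagent served as the growth measure.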
# Numbers without * were called inactive; ? = inconclusive; / = not tested or not shown; + = active, no number; & = joins results of further samples; [ ] = another dose, or the depositor's remark. Unless noted, calls come from the whole dose curve; as a rule, active = well fitted curve in the direction sought with a large enough effect; inconclusive = small, poorly fitted or top-dose-only effect, or another doubt; inactive = no such curve, though single readings can be large; an effect the other way counts as inactive or inconclusive.
SMILES,AmpC no deterg,Shiga toxin inh,Pf growth 96h,Tb PYK inh,LmPK inh,Cycloheximide cs,Pf growth 48h
COC(=O)c1sccc1NC(=S)OC,-25%,-5,31%[activator],-2%,0%,0,?
C/C(=N/NC(=O)c1cccs1)c1ccc(NC(=O)COc2ccc(Cl)cc2)cc1,-21%,79*,2%[5.75 µM],0%,0%,36*,0%
CCN(CC)CCNC(=O)c1ccc(NC(=O)C2CCN(S(=O)(=O)c3ccc4c(c3)OCCO4)CC2)cc1,33%,/,?,4%,/,/,?
Cc1cccc(N2CCN(C(=O)CCCn3c(=O)[nH]c4ccsc4c3=O)CC2C)c1 (stereo not drawn),21%,-1,-10%,2%,4%,-8,?
CC(C)(C)c1ccc(SCCc2ccccn2)cc1,0%,89*,190%[activator],0%,-6%,40*,176%[activator]
O=[N+]([O-])c1ccc(-c2nc(-c3cccs3)c(-c3cccs3)[nH]2)cc1,-43%,-3,?,-3%,0%,7,?
Cc1ccc(N2C(=O)CC(NCc3ccc4c(c3)OCO4)C2=O)cc1Cl (stereo not drawn),0%,110*,/,4%,6%,24*,36%[activator]
Cc1cccc(OCC(=O)Nc2ccc(CN3CCOCC3)cc2)c1C,62%,2,?,0%,-21%,-3,-1%
COc1ccc([C@H]2CC(=O)C=C(c3cccc(C(F)(F)F)c3)C2)cc1,-12%,/,?,-9%,/,/,25%
CCOC(=O)c1cccc(S(=O)(=O)N(CCO)Cc2cc3cc(OC)ccc3[nH]c2=O)c1,51%,19,141%[activator],1%,2%,15,9%
Cc1ccc(C)c(CSc2nnc(C)c(=O)n2N)c1,-5%,18,?,-18%,1%,12,3%
COCCNC(=S)Nc1ccc2[nH]c(=O)[nH]c2c1,-16%,-7,16%,-7%,-2%,-2,18%
CCOC(=O)C1=C(N)N(c2ccccc2)C2=C(C(=O)CCC2)C1c1cccnc1 (stereo not drawn),-3%,-11,5.2µM*,-5%,-2%,-4,-20%
C=CCC1(CC=C)CCCN1C(=O)CC1C(=O)NCCN1Cc1ccc(OC)c(OC)c1 (stereo not drawn),99%[activator],-15,-22%,6%,1%,-2,-9%
COc1cc(F)ccc1CN1CCC(n2nccc2NC(=O)C2CCOC2)CC1 (stereo not drawn),-11%,-2,-14%,-9%,3%,1,-13%
Cc1c(NP(=O)(Oc2ccccc2F)Oc2ccccc2F)c(=O)n(-c2ccccc2)n1C,0%,-6,-13%,1%,3%,-4,7%
CSc1nc2c(c(=O)[nH]1)C(c1cccc(Cl)c1Cl)CC(=O)N2 (stereo not drawn),-28%,-7,-30%,-4%,-2%,-2,20%
CCCCSc1nc2c(cc1C#N)CCC2,-11%,25,?,?,11%,12*,?
COc1ccccc1OCCNC(=O)c1cc(=O)[nH]c2ccccc12,-1%,1,0%,1%,5%,-1,1%
CCOc1ccc(OCC)c(S(=O)(=O)n2cnc(C)c2)c1,22%,/,35%[activator],6%,7%,-1,?
Nn1c(-c2ccccn2)nnc1-c1ccccn1,-16%,57*,?,-8%,-16%,32*,-5%
O=c1c2ccccc2nc(SCc2nnc(-c3ccccc3)o2)n1-c1ccc(F)cc1F,-8%,-13,/,-13%,1%,1,?
CCC(C)Nc1ccc(NC(C)CC)cc1 (stereo not drawn),79%[activator],/,1.2µM*,-5%,/,/,1µM*
COc1ccc(N(/N=C2\Sc3ccccc3C2=O)C(C)=O)cc1,-8%,+,?,6%,-3%,60*,?
CCN(CC)CCNC(=O)c1ccc(NC(=O)c2ccccc2-c2ccc(C(F)(F)F)cc2)cc1,79%[activator],-3,9.3µM*,0%,1%,-8,13µM*

# Part of the list above, bar-delimited:
compound | AmpC no deterg | Shiga toxin inh | Pf growth 96h | Tb PYK inh | LmPK inh | Cycloheximide cs | Pf growth 48h
COC(=O)c1sccc1NC(=S)OC | -25% | -5 | 31%[activator] | -2% | 0% | 0 | ?
C/C(=N/NC(=O)c1cccs1)c1ccc(NC(=O)COc2ccc(Cl)cc2)cc1 | -21% | 79* | 2%[5.75 µM] | 0% | 0% | 36* | 0%
CCN(CC)CCNC(=O)c1ccc(NC(=O)C2CCN(S(=O)(=O)c3ccc4c(c3)OCCO4)CC2)cc1 | 33% | / | ? | 4% | / | / | ?
Cc1cccc(N2CCN(C(=O)CCCn3c(=O)[nH]c4ccsc4c3=O)CC2C)c1 (stereo not drawn) | 21% | -1 | -10% | 2% | 4% | -8 | ?
CC(C)(C)c1ccc(SCCc2ccccn2)cc1 | 0% | 89* | 190%[activator] | 0% | -6% | 40* | 176%[activator]
O=[N+]([O-])c1ccc(-c2nc(-c3cccs3)c(-c3cccs3)[nH]2)cc1 | -43% | -3 | ? | -3% | 0% | 7 | ?
Cc1ccc(N2C(=O)CC(NCc3ccc4c(c3)OCO4)C2=O)cc1Cl (stereo not drawn) | 0% | 110* | / | 4% | 6% | 24* | 36%[activator]
Cc1cccc(OCC(=O)Nc2ccc(CN3CCOCC3)cc2)c1C | 62% | 2 | ? | 0% | -21% | -3 | -1%
COc1ccc([C@H]2CC(=O)C=C(c3cccc(C(F)(F)F)c3)C2)cc1 | -12% | / | ? | -9% | / | / | 25%
CCOC(=O)c1cccc(S(=O)(=O)N(CCO)Cc2cc3cc(OC)ccc3[nH]c2=O)c1 | 51% | 19 | 141%[activator] | 1% | 2% | 15 | 9%
Cc1ccc(C)c(CSc2nnc(C)c(=O)n2N)c1 | -5% | 18 | ? | -18% | 1% | 12 | 3%
COCCNC(=S)Nc1ccc2[nH]c(=O)[nH]c2c1 | -16% | -7 | 16% | -7% | -2% | -2 | 18%
CCOC(=O)C1=C(N)N(c2ccccc2)C2=C(C(=O)CCC2)C1c1cccnc1 (stereo not drawn) | -3% | -11 | 5.2µM* | -5% | -2% | -4 | -20%

# Carrying on.
SMILES,AmpC no deterg,Shiga toxin inh,Pf growth 96h,Tb PYK inh,LmPK inh,Cycloheximide cs,Pf growth 48h
Cc1cccc(OCCNC(=O)c2ccc(Cl)c(S(=O)(=O)NCc3cccnc3)c2)c1,-8%,/,?,2%,/,/,-24%
C/C(=N\NC(=O)c1cccnc1)c1ccc(OC2OCCOC2Oc2ccc(/C(C)=N/NC(=O)c3cccnc3)cc2)cc1 (stereo not drawn),6%,54*,12%,-15%,0%,16*,-25%
Cc1ccc(S(=O)(=O)N2CCCCC2)cc1C(=O)N1CCN(CCO)CC1,-4%,/,30%[activator],6%,/,/,0%
CC(C)c1ccc(NC2CCCN(C(=O)c3ccncc3)C2)cc1 (stereo not drawn),5%,-8,?,4%,1%,-4,5.9µM*
CCCCn1c(N)c(N(CCOC)C(=O)C2CCN(c3ncnc4sc(C)c(C)c34)CC2)c(=O)[nH]c1=O,?,/,12µM*,4%,/,/,12µM*
Cc1noc(C)c1C(=O)Nc1nnc(CC(C)C)s1,-18%,-6,-12%,-5%,0%,-2,-1%
COc1cccc(NC(=S)NN2C(C)CCCC2C)c1 (stereo not drawn),-17%,-15,?,-5%,-4%,-8,?
O=C(CSc1nnnn1-c1ccc(O)cc1)N1N=C(c2ccc3ccccc3c2)CC1c1ccccc1 (stereo not drawn),110%[activator],14,?,/,0%,6,2.3µM*
CCOC(=O)C1=C(C)OC(N)=C(C#N)C1c1cc2cc(C)ccc2nc1N1CCCCC1 (stereo not drawn),-12%,45*,471%[activator],-11%,2%,15,?
O=C(COc1ccc(-c2ccccc2)cc1)N/N=C/c1cc(O)ccc1Br,-14%,19,8.3µM*,2%,0%,3,-8%
Cc1ccc(-c2nc(=S)c3c(n2Cc2ccco2)CC(C)(C)OC3)cc1,0%,18,8.3µM*,-17%,-3%,7,?
Cc1ccc(OCCNC(=O)c2ccc3ccccc3n2)cc1,-10%,39,11%,20%,1%,10,26%
C/C(=N/NC(=O)c1ccc(Br)o1)c1cccs1,1%,123*,?,-10%,-10%,50*,102%[activator]
CCN(CC)C(=O)c1c(-c2ccccc2)oc2ccc(O)cc12,13%,-12,21%,0%,-1%,-3,?
Cc1ccc(C)c(NC(=S)NNC(=O)c2ccco2)c1,-1%,16,7%[5.75 µM],-11%,-1%,18,18%
COC(=O)c1sccc1NC(=S)N1CCN(c2cccc(C)c2C)CC1,-21%,-13,75%[activator],3%,2%,-2,?
O=C(OCCC1Oc2cccnc2NC1=O)c1ccc(F)cc1 (stereo not drawn),-4%[2.29 µM],27,-13%,3%,-2%,8,12%
CCOC(=O)c1c(NC(=O)C(C)NCc2ccco2)sc2c1CCC(C)C2 (stereo not drawn),28%,2,?,21%,0%,0,/
CC(C)OC(=O)CC(=O)CSc1nc2c(c(-c3cccs3)c1C#N)CCC2,-25%,8,-3%,3%,7%,-1,10%
N#Cc1ccccc1NC(=O)c1cc(=O)c2ccccc2o1,-13%,59*,266%[activator],6%,-2%,19,95%[activator]
ONC(=Nc1ccccc1)C(=Nc1ccccc1)NO,-4%,-12,33%[activator],5%,-3%,2,38%[activator]
CC(=O)Nc1cccc(NC(=O)CSc2nnc(Cc3cccn3C)n2-c2ccc(C)cc2)c1,74%[activator],4,4.1µM*,-29%,4%,1,?
CCOC(=O)c1ccc(NNC(=O)CC)c([N+](=O)[O-])c1,0%,-7,-29%,6%,-1%,-1,-22%
CCn1cc(C(=O)NCCCOC)c(=O)c2cc(S(=O)(=O)N3CCCC3)ccc21,32%,3,-29%,0%&-2%,3%,-4,-3%
CS(=O)(=O)Nc1ccccc1C(=O)Nc1cc2c(cc1C(=O)O)OCCCO2,-27%,-5,-9%,3%,0%,-4,-3%
# More structures follow.
SMILES,AmpC no deterg,Shiga toxin inh,Pf growth 96h,Tb PYK inh,LmPK inh,Cycloheximide cs,Pf growth 48h
O=[N+]([O-])c1nn(-c2ccccc2)n(O)c1=NC1CCN(Cc2ccccc2)CC1,-13%,9,?,7%,3%,-2,?
Cc1[nH]c2ccccc2c1/C=N/NC(=O)CNC(=O)c1ccc2c(c1)OCO2,-45%,-15,0%,2%,4%,0,8%
CCC(=O)N1CCc2cc(Br)cc(S(=O)(=O)N3CCCC(C(=O)NC(C)(C)C)C3)c21 (stereo not drawn),118%[activator],21,?,9%,2%,13,1.2µM*
Cc1cccc2sc(NC(=O)c3ccc(NS(=O)(=O)c4cccs4)cc3)nc12,?,0,-28%,0%,7%,9,-20%
CC(C)[C@H](NC(=O)c1cccc(S(=O)(=O)N2CCOCC2)c1)C(=O)Nc1nc2ccccc2s1,20%,+,10µM*,12%,-1%,26*,15µM*
c1ccc(CCc2ccccc2-c2nc(-c3cccnc3)no2)cc1,21%,-9,?,5%,-1%,3,13µM*
C[N+](C)(C)CCCNC(=O)c1ccc(/C=N/O)nc1,-27%,-5,?,-19%,1%,10,35%[activator]
CCOc1ccc(OCC)c(NC(=O)C2CCN(S(=O)(=O)c3cnc[nH]3)CC2)c1,1%,-8,24%,-15%,-1%,1,21%
